Source: PubChem BioAssay
ALOX12 inh – inhibitors of human 12S-lipoxygenase ALOX12. 1.1% of 580,000 active. purified 12hLO, xylenol orange hydroperoxide absorbance. Potency, µM (titrated, usually from 108 µM), for the others: at the top dose activity change, negative = inhibition, actives largely listed as inhibitors. P18054. AID 1671190; also: potency is read from the fitted curve at half-maximal effect; % is scaled to controls: 0 for no effect and ±100 for the full control effect
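Hydroperoxide product was detected by ferrous iron/xylenol orange as the 573 to 405 nm absorbance ratio. Arachidonic acid at 40 uM (final) was turned over for 30 min at room temperature by 150 nM human 12hLO, pH 7.0 Hepes buffer, after 15 min compound preincubation.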
HP1b chromo inh – inhibitors of HP1-beta chromodomain binding to methylated histone tails | P83916 | AlphaScreen HP1-beta / biotin-H3K9me3 peptide binding | Potency, µM (titrated, usually from 114 µM), for the others: at the top dose activity change, negative = inhibition, most hits filed as inhibitors | 0.56% of 390,000 active; also: potency is read from the fitted curve at half-maximal effect; nearly all actives have a fitted effect of over 70% in size; inactives centre near 23
Target sequence (P83916 whole entry, looked up): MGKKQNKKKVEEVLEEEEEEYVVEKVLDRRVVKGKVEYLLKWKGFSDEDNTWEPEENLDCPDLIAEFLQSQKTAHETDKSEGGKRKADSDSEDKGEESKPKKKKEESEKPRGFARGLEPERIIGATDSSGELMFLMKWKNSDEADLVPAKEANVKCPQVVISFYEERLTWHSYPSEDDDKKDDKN
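Compound inhibition of the preformed complex between 50 nM HP1-beta and 50 nM biotinylated H3K9me3 peptide was read by AlphaScreen. Buffer was PBS pH 7.4 with 0.01% Tween-20. Incubations ran 30 min at room temperature, with 10 ug/mL donor/acceptor beads.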
G9a inh – inhibitors of human histone lysine methyltransferase G9a | 8.8% of 350,000 active | Potency, µM (titrated, usually from 102 µM), for the others: top-dose activity, negative = inhibition, usual class: inhibitors | AID 504332 | Q96KQ7 | G9a H3K9 monomethylation, AlphaScreen, 2 h; also: potency is read from the fitted curve at half-maximal effect; % is scaled to controls: 0 for no effect and ±100 for the full control effect; nearly all actives have a fitted effect of over 75% in size
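Compounds were preincubated with 20 nM G9a for 15 min, after which biotinylated H3K9 peptide (500 nM) and SAM (20 uM) started a 2 h room-temperature reaction. Monomethylated product was quantified by antibody-based AlphaScreen chemiluminescence.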
GLS inhibitor – inhibitors of human glutaminase (GLS); O94925; 0.21% of 410,000 active; GLS enzymatic activity, qHTS titration; Potency, µM (highest dose often 45.5 µM), inactives show top-dose activity change, negative = inhibition, actives largely listed as inhibitors; also: potency is read from the fitted curve at half-maximal effect; % is scaled to controls: 0 for no effect and ±100 for the full control effect
Target sequence (O94925 whole entry, looked up): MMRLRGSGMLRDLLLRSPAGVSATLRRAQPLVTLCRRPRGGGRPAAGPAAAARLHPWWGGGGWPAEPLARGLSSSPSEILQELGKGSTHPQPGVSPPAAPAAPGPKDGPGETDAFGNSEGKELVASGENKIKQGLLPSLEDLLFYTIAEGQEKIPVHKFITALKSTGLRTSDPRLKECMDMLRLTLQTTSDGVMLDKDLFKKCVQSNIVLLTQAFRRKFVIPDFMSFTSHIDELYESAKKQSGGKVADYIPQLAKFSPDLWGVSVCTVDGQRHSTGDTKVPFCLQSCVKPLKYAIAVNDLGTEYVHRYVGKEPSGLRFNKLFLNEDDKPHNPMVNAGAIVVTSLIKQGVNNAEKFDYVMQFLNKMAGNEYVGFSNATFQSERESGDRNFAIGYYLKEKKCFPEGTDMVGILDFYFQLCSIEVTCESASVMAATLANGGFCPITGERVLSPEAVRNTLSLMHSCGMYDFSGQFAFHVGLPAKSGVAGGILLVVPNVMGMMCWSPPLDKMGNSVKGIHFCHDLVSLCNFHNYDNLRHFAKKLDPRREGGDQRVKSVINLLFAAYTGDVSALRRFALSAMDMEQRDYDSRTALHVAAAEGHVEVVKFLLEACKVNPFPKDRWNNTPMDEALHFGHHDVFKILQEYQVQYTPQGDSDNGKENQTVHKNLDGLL
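Assay buffer: 45 mM KH2PO4 pH 8.2, 0.02% Tween-20. hKGA acts on L-glutamine (1 mM solution added); product glutamate is reported by an oxidase/peroxidase Amplex Red coupling, with fluorescence taken at baseline and 30 min.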
BAZ2B inh – BAZ2B (human) inhibition. Q9UIF8. AlphaScreen BAZ2B-H3K14Ac peptide displacement. Potency, µM (doses to about 114 µM), inactives show at the highest dose activity change, negative = inhibition, hits mostly inhibitors. 4.4% of 360,000 active. AID 504333; also: potency is read from the fitted curve at half-maximal effect; % is scaled to controls: 0 for no effect and ±100 for the full control effect; nearly all actives have a fitted effect of over 60% in size
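BAZ2B (50 nM) with biotin-H3(5-23)K14Ac peptide (50 nM) in PBS pH 7.4, 0.01% Tween-20, preformed 30 min, then compound 30 min at room temperature; top concentration 110uM. AlphaScreen streptavidin donor/nickel chelate acceptor beads (10 ug/mL final), 20 min dark, signal read.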
JMJD2A Tudor – blocks the human JMJD2A Tudor domain; Potency, µM (highest dose often 114 µM), without a hit: at the top dose activity change, negative = inhibition, hits mostly inhibitors; 4.4% of 390,000 active; AID 504339; AlphaScreen JMJD2A-Tudor / H3K4me3 peptide binding; O75164; also: potency is read from the fitted curve at half-maximal effect; % is scaled to controls: 0 for no effect and ±100 for the full control effect; nearly all actives have a fitted effect of over 50% in size
RGS4 inh – blocks human RGS4-accelerated GTP hydrolysis; P49798; Transcreener GDP fluorescence polarization, RGS4-accelerated GTP hydrolysis; Potency, µM (top dose mostly 114 µM), for the others: at the top dose activity change, negative = inhibition, most hits filed as inhibitors; 0.039% of 390,000 active; also: potency is read from the fitted curve at half-maximal effect; % is scaled to controls: 0 for no effect and ±100 for the full control effect; nearly all actives have a fitted effect of over 75% in size; some results filed as inactive show a strong effect at the top dose
Target sequence (P49798 whole entry, looked up): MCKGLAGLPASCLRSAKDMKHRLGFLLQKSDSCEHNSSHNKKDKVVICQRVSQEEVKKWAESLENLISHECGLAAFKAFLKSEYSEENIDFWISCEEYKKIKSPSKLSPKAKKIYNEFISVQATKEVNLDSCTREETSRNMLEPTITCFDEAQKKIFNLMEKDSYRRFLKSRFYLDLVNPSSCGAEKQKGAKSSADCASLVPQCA
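MLSMR compounds (23 nl, pin-transferred) preincubated 10 min at room temperature with a 500nM (2x) first reagent, then RGS4 at 900nM (2x) plus Transcreener GDP mix added; fluorescence polarization (620/688 nm) read before and after 90 min at 30 °C.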
PI4K2A inh – inhibitors of human PI4K2A. activity change, negative = inhibition, % at 76.9 µM. 0.13% of 420,000 active. Q9BTU6. AID 1346378. purified PI4K2A, ADP-Glo luminescence, 1 h; hits give low values; in the data active = activity change below about -50%; inconclusive = mostly about -30% to -49%;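 also: -100% = wells without enzyme as full effect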
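PI4K2A activity was measured by ADP-Glo luminescence: enzyme (4 ug/mL stock) and phosphatidylinositol (1.2 mM stock) in Tris pH 7.5/MgCl2/EGTA/Triton X-100 buffer were reacted with ATP (300 microM stock) for one hour at ambient temperature.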
ERG-DNA inh – blocks human ERG Ets domain binding to DNA. 0.028% of 370,000 active. Potency, µM (doses to about 76.9 µM), inactives show at the highest dose FP activity, negative = inhibition, usual class: inhibitors. P11308. fluorescence polarization, His-ERG Ets domain / labelled DNA; active = well fitted inhibition curve with a large enough effect in the polarisation, with a control signal flat; inconclusive = small, poorly fitted or top-dose-only effect, or effect the other way, or a change in a side signal; inactive = no such curve, though single readings can be large or run the other way; the % refers to the polarisation;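 also: polarization taken with two DNA probes labelled with fluorescein and Texas red; potency is read from the fitted curve at half-maximal effect; % of control where 0% means no effect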
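His-tagged ERG Ets domain (1 uM in the protein solution; 300mM KCl, 50mM Tris-HCl, 1mM EDTA, 1mM DTT, pH 7.5) received compound, then a probe mix of 5 nM fluorescein-DNA and 100nM Texas-615-DNA. Fluorescence polarization was read for both dyes.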
Active calls of the source: *; ? = inconclusive; / = not tested or not shown; [ ] = another dose, or the depositor's remark. Unless noted, calls follow the shape of the dose curve; as a rule, active = well fitted curve in the direction sought with a large enough effect; inconclusive = small, poorly fitted or top-dose-only effect, or another doubt; inactive = no such curve, though single readings can be large; an effect the other way counts as inactive or inconclusive. A portion of the library, so the mix of outcomes need not match the whole.

SMILES	ALOX12 inh	HP1b chromo inh	G9a inh	GLS inhibitor	BAZ2B inh	JMJD2A Tudor	RGS4 inh	PI4K2A inh	ERG-DNA inh
COCCn1c(=O)[nH]c2cc(C(=O)N3CCN(c4ccccc4OC)CC3)ccc2c1=O	0%	13%	?	13%	0%	-8%	20%	-5	0%
Cc1cc(C)nc(SCC(=O)Nc2nccs2)n1	-1%	37%	14%	-13%	3%	-8%	-20%	10	-13%
Cc1ccc(S(=O)(=O)c2nc(-c3cccs3)oc2NCc2cccnc2)cc1	-22%	-7%	25µM*	-9%	?	?	7%	4	0%
O=C1CCN(CCc2ccccc2)CCN1[C@H](COc1ccccc1)Cc1ccccc1	?	25%	?	2%	?	?	-3%	-3	5%
Cc1ccc2oc(NC(=O)N3CCOCC3)cc(=O)c2c1	4%	40%[activator]	-17%[59 µM]	21%	-4%	-12%	19%	-2	-17%
O=C(CCN1C(=O)C2CCCCC2C1=O)Nc1nc2ccc(F)cc2s1 (stereo not drawn)	394%[activator]	36%	-26%[12.7 µM]	10%	-4%	0%	-3%	4	/
O=S(=O)(c1ccc2c(c1)OCCO2)N1CCC(O)(c2ccc(Cl)cc2)CC1	10%	28%	6%[59 µM]	-7%	2%	-16%	-17%	6	0%
COC(=O)N/N=C/c1cn(CCOc2ccccc2OC)c2ccccc12	/	16%	-11%	12%	-21%	-33%	-2%	4	5%
Cc1ccc(C(=O)NCCc2ccccn2)cc1S(=O)(=O)N1CCOCC1	/	-37%	8%[12.7 µM]	11%	1%	-9%	-2%	3	2%
CCN(CC)CCNC(=O)C1CCC(=O)N1CCc1ccccc1 (stereo not drawn)	3%	28%	39%[0.501 µM]	9%	-1%	-8%	-27%	-2	2%
CCCc1cc(C(=O)OCC(=O)N2CCN(c3ccc(OC)cc3)CC2)sc1C	5%	?	17%[2.33 µM]	24%	?	?	16%	6	/
CCC(=O)c1ccc(OCc2ccc(C(=O)OC)o2)c(OC)c1	9%	23%	-2%[59 µM]	?	-24%	-1%	-11%	7	-20%
CCn1ncc(C2C(C(=O)Nc3ccc(C)cn3)=C(C)NC3=C2C(=O)CCC3)c1C (stereo not drawn)	10%	20%	11%[59 µM]	-10%	-25%	-8%	-9%	-1	-19%
Cc1ccc(S(=O)(=O)N2CCCC2C(=O)Nc2nc3ccccc3s2)cc1 (stereo not drawn)	-17%	3%	16µM*	-1%	0%	-20%	-8%	0	1%
CCOC(=O)N1CCN(c2cc(=O)n(-c3cccc(Br)c3)c(=O)[nH]2)CC1	36%[activator]	20%	?	-3%	5%	-12%	-20%	-8	9%

The list goes on, starting with the last two of the part before.
SMILES	ALOX12 inh	HP1b chromo inh	G9a inh	GLS inhibitor	BAZ2B inh	JMJD2A Tudor	RGS4 inh	PI4K2A inh	ERG-DNA inh
Cc1ccc(S(=O)(=O)N2CCCC2C(=O)Nc2nc3ccccc3s2)cc1 (stereo not drawn)	-17%	3%	16µM*	-1%	0%	-20%	-8%	0	1%
CCOC(=O)N1CCN(c2cc(=O)n(-c3cccc(Br)c3)c(=O)[nH]2)CC1	36%[activator]	20%	?	-3%	5%	-12%	-20%	-8	9%
CC(C)(C)SCCNC(=O)c1ccc(Cl)c(S(=O)(=O)N2CCOCC2)c1	-18%	37%[activator]	/	0%	/	4%	1%	8	2%
CC1CCCCC1NC(=S)NC(=O)c1sc2ccccc2c1Cl (stereo not drawn)	-9%	-6%	/	7%	3%	-5%	-10%	2	-1%
CCOC(=O)N1CCN(C(=O)CSc2ccc(-c3cccc(OC)c3)nn2)CC1	8%	27%	-1%	1%	3%	-14%	-4%	0	-5%
COc1ccc(Oc2ccc(N/C=C/C(=O)C(C)(C)C)cc2)cc1	-4%	51%[activator]	-40%	-3%	-29%	-21%	-18%	-1	-2%
CC(C)c1ccc(C2(C)NC(=O)N(C(C)C(=O)Nc3ccc(N4CCOCC4)cc3)C2=O)cc1 (stereo not drawn)	1%	36%	56µM*	24%	-32%	-25%	-34%	0	13%
O=C(CCNS(=O)(=O)c1cccc2nonc12)NC1CCCc2ccccc21 (stereo not drawn)	0%	6%	10%[59 µM]	4%	2%	-24%	10%	3	0%
CC1CCCCC1NC(=S)Nc1cccc(S(=O)(=O)N(C)C)c1 (stereo not drawn)	-1%	-2%	9%[59 µM]	0%	-17%	-22%	-4%	-2	1%
O=C1C(NS(=O)(=O)c2ccc(Cl)cc2)=C(N2CCCCC2)C(=O)c2ccccc21	?	?	10µM*	7%	5.6µM*	11µM*	?	-20	6%
CCOC(=O)C(C)Sc1nc(=O)n2cc(C)ccc2n1 (stereo not drawn)	-7%	23%	5%	5%	-3%	-1%	-40%	3	1%
O=C(CNCc1ccco1)Nc1cc(S(=O)(=O)N2CCOCC2)ccc1N1CCCC1	-5%	-6%	50µM*	12%	50µM*	79µM*	-4%	4	1%
CC(NC(=O)COC(=O)Cc1ccc(Cl)cc1)c1ccccc1 (stereo not drawn)	-1%	33%	/	-9%	/	1%	0%	5	7%
COc1cc(C(=O)Nc2ccc3c(c2)OCO3)c([N+](=O)[O-])cc1OC	-17%	19%	52%[activator]	4%	-2%	-7%	13%	-2	-9%
COCCn1c(Cc2ccccc2)nnc1SCC(=O)NC1CC1	3%	-20%	8%	-24%	-10%	-20%	0%	0	-10%
Cc1ccc2[nH]c(C)c(CC(=O)NCc3ccccc3)c2c1	?	7%	7%	19%	-34%	?	-7%	3	-1%
Cc1cccc(C)c1NC(=O)C(=O)NCCc1c[nH]c2ccccc12	-15%	10%	-38%	1%	-29%	-22%	15%	-15	0%
Cc1[nH]n(-c2ccccc2)c(=O)c1N=Nc1nccs1	-25%	-25%	14µM*	3%	32µM*	?	-39%	-4	3%
Cc1ccc(C(=O)OC(C(=O)Nc2ccc(Cl)cc2C(F)(F)F)c2ccccc2)cc1 (stereo not drawn)	3%	62%[activator]	7%[59 µM]	-1%	8%	-19%[57.1 µM]	-24%	0	7%
COc1cccc(CNC(=O)c2ccc(S(=O)(=O)N3CCCC3)cc2)c1	49%[activator]	17%	25%[12.7 µM]	13%	2%	-4%	18%	1	-4%
CC1(C)Cc2c(sc3nc(-c4ccccc4)n(N)c(=O)c23)CO1	15%	64%[activator]	-4%[0.0925 µM]	-21%	6%	25%[11.4 µM]	4%[11.4 µM]	-20	7%
Cc1noc(C)c1CSCC(=O)NCCN1C(=O)S/C(=C\c2ccccc2F)C1=O	9%	18%	6%[0.501 µM]	4%	0%	-27%	-42%	-1	7%
CC(C)C(=O)NC(NC(=S)Nc1cccc2cccnc12)C(Cl)(Cl)Cl (stereo not drawn)	-8%	7%	?	14%	-11%	-20%	-21%	-2	-3%
CN(C)C=Nc1ccc(Cl)c(Cl)c1	329%[activator]	14%	-13%	9%	-3%	-11%	2%	2	0%
CSC(=S)N/N=C(\C)c1ccc(Br)cc1	45µM*	?	?	-9%	?	?	?	1	-10%
Cc1cc(C)cc(NC(=O)COC(=O)CN=C2NS(=O)(=O)c3ccccc32)c1	-23%	13%	-35%	-4%	-14%	-3%	2%	-7	2%
OC(c1cccc(Cl)c1)c1nccc2ccccc12 (stereo not drawn)	?	39%[activator]	40µM*	-7%	-31%	-30%	-25%	3	-3%
O=C(COc1ccccc1)NC1CCN(Cc2ccccc2)CC1	16%	19%	?	-1%	-27%	-17%	20%	0	-9%
CCn1cc(C(=O)OCC(=O)Nc2cccc(Cl)c2C)c(=O)c2ccc(C)nc21	-31%	10%	-45%[59 µM]	-2%	2%	-13%	-13%	-3	-7%
COc1ccc(O)c(/C=N/NC(=S)Nc2cccnc2)c1	212%[activator]	10%	?	29%	/	25µM*	-50%	6	5%
CCc1ccc(CN(Cc2ccco2)C(=O)c2ccc(OC)cc2)cc1	0%	79%[activator]	11%[59 µM]	-12%	32%	-10%	-3%	-2	-1%
CCc1ccc(C(=O)COC(=O)c2cccc(N3C(=O)c4c(C)nc5ccccc5c4C3=O)c2)cc1	0%	?	-1%[0.0925 µM]	3%	?	-32%	9%	-2	-6%
CCN(CCCNC(=O)CCNC(=O)Cn1ccc2ccccc2c1=O)c1ccccc1	-17%	-1%	?	17%	0%	-25%	-15%	-5	4%
CC1CC(C)CN(CCCNC(=O)C2CCC(=O)N2C2CCCC2)C1 (stereo not drawn)	8%	59%[activator]	16%[12.7 µM]	-3%	-22%	-7%	-6%	10	1%
O=C(Cc1ccc(Cl)cc1)N/N=C/c1ccncc1	-3%	20%	31%	-2%	-9%	-10%	-1%	0	15%
Cc1[nH]c2ccccc2c1C(=O)CSc1nncn1C	484%[activator]	12%	?	-2%	-3%	-14%	-17%	-17	-5%
CCCN(c1ccc(C(C)C)cc1)S(=O)(=O)c1ccc2c(c1)oc(=O)n2CC(=O)OCC	-9%	20%	-6%[59 µM]	-9%	-13%	-22%	15%	-2	2%
CCc1nn(CC(=O)NCCc2ccc(SC)cc2)c(=O)c2cc3sccc3n12	-21%	19%	3%[59 µM]	-15%	1%	-21%	-11%	-7	0%
O=[N+]([O-])c1ccccc1CSc1nnc2ccccn12	-14%	13%	-5%	7%	-1%	-4%	26%	4	-2%
